High-throughput results (PubChem)
RAD52 anneal inh: RAD52 DNA annealing inhibitors, primary screen, biochemical, FRET, single point, set 2. DNA repair protein RAD52 homolog (Homo sapiens), P43351. recombinant RAD52 DNA annealing, FRET fluorescence. inhibition, % at 18.7 µM. actives 0.46% (n = 360,000). AID 651710, 2012;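 active means every replicate showing at least 50% inhibition; inconclusive means mean inhibition at least 50% but not in every replicate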
CASP6 VEID inh: human caspase-6 inhibitors, primary screen, biochemical, VEID-R110 fluorescence, single point, set 2 | P55212 | purified caspase-6, Z-VEID-R110 cleavage fluorescence | inhibition, % at 12.5 µM | actives 0.53% (n = 350,000) | AID 686996, 2013;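 active means mean inhibition across replicates at least about 35%, with every replicate also reaching that limit, limit read from the data; inconclusive means only one of the two criteria met; inactive means neither criterion met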;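 further: 0% = median of neutral control wells and 100% = no fluorescence left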
Target sequence (P55212 24-179 limits assumed): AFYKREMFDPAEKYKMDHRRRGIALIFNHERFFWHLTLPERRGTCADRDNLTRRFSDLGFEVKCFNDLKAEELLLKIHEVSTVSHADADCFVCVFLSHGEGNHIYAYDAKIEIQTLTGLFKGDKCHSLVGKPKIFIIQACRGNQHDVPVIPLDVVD
Target sequence (P55212 194-293 limits assumed): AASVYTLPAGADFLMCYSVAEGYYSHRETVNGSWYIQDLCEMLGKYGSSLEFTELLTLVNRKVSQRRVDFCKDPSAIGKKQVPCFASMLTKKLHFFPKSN
RAD54 inh: inhibitors of human RAD54 branch migration, primary screen, biochemical, fluorescence, single point. DNA repair and recombination protein RAD54-like (Homo sapiens), Q92698. RAD54 Holliday junction branch migration, FAM/BHQ fluorescence. inhibition, % at 10.4 µM. actives 0.14% (n = 360,000);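 active means mean normalized replicate activity at least 40 and at least half of replicates scoring 40 or more; inconclusive means only one of the two criteria met; inactive means mean below 40 and under half of replicates reaching 40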;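 further: 0% = median of neutral control wells and 100% = median of positive control wells; inhibitors cause a drop in the FAM fluorescence signal; in these data hits start at about 50%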
Target sequence (Q92698 whole entry, looked up): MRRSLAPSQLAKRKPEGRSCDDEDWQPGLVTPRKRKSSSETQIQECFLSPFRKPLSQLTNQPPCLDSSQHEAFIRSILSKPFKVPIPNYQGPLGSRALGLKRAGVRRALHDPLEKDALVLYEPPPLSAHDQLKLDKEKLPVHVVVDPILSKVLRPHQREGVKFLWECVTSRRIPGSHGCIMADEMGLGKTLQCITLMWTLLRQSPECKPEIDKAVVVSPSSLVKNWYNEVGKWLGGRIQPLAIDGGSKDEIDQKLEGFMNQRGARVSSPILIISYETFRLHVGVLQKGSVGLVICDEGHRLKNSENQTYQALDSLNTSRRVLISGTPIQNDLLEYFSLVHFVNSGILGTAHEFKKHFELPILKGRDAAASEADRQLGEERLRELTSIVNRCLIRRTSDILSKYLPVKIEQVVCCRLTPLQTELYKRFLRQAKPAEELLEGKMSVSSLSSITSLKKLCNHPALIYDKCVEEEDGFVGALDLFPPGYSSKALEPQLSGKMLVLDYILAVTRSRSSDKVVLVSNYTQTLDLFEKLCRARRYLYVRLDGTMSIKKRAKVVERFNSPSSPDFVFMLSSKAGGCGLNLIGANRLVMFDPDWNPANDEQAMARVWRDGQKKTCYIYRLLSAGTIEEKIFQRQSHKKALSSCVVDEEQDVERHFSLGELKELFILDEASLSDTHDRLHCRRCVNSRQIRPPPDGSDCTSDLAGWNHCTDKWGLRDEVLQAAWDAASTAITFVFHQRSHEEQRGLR
CFTR F508del cor: F508del CFTR correction, initial screen, CFBE line, single point; AID 720511, 2013; activity (quench increase), % at 7.58 µM; actives 0.36% (n = 350,000); CFBE cells, YFP halide quenching; stimulated with forskolin plus potentiator P3; % fluorescence drop versus neutral controls;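 active means mean added fluorescence quench of at least 8% versus neutral control, with both replicates also reaching 8%; inconclusive means only one of the mean or replicate conditions met; inactive means mean below 8% and not both replicates reaching 8%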;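 further: cells transiently co-express mutant CFTR-F508del with the halide-sensitive YFP; corrector assay measuring rescue of mutant channel to the surface after 24 h compound exposure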
E-sel inducer: E-selectin induction in HUVECs, primary screen, imaging, HUVEC, immunofluorescence imaging, single point. P16581. normalized: neutral wells 0, TNF-alpha wells 100. activation, % at 7.58 µM. actives 0.37% (n = 260,000);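 active means mean E-selectin-positive cell signal at least 10% of the positive control, reached in at least 60% of replicates, without over 20% cell loss; inconclusive means no rule given, readout overlaps actives, possibly toxicity-flagged; inactive means the rest, including those meeting only one limit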;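 further: in these data hits start at about 27%; measured in HUVEC primary endothelial cells; signal is the percent of cells scored E-selectin positive by PE staining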
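material = human umbilical vein endothelial cells (HUVEC), E-selectin induction | quantity = 3,000 cells/well | medium = EGM-2 growth medium on 0.1% gelatin-coated wells | technique = immunofluorescence imaging | read-out basis = % PE-positive cells | control set = TNF-alpha positive control, DMSO neutral control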
XiGFP reactiv: activators of inactive X chromosome reactivation, primary screen, imaging, XiGFP fibroblasts, GFP high-content imaging, set 2; XiGFP mouse fibroblasts, % GFP-positive cells imaging, 3 d; cells co-treated with 5-aza-dC sensitizer; scaled so ellipticine positive control = 100%; activation, % at 7.58 µM; actives 0.055% (n = 360,000); AID 743238, 2013;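 active means mean normalized replicate activation at least 10% and every replicate at or above 10%; inconclusive means only one of the two criteria met; inactive means mean below 10% and not all replicates reach 10%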;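 further: 0% = median of on-plate neutral control wells and 100% = ellipticine 6 µM median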
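System: 68-5-11 XiGFP fibroblast line; Timing: 3 days compound exposure; Compound dosing: one concentration, pinned; Benchmarks: positive control ellipticine, 6 µM final; Buffer or medium: DMEM containing 5-aza-dC.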
DENV2 CPE: inhibitors of DENV2 cytopathic effect, primary screen, cell-based, plate reader, single concentration | DENV2-infected cells, cytopathic effect rescue | CPE inhibition, % at 9.99 µM | actives 1.7% (n = 350,000) | AID 651640, 2012; in the data active means CPE inhibition above about 20%, passing the limit was not always enough; inconclusive means no clear call, values can overlap the other calls; tested in BHK-21 cells;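 further: 0% = median of neutral control wells and 100% = median of positive control wells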
INS-1E GSIS act: GLuc luminescence reporter in INS-1E cells, primary screen for activators of glucose-dependent secretion of insulin; AID 743287, 2014; INS-1E GLuc reporter insulin secretion, 2-3 h; actives 0.61% (n = 370,000); activation, % at 16.6 µM;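 active means lowest replicate activation of at least 40%, so every replicate reaches that level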;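 further: 0% = median of neutral control wells and 100% = median of IBMX positive control wells; some compounds called inactive have numbers as strong as hits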
Active calls of the source: *; u = inconclusive; x = not tested or not shown; & = joins results of further samples.

SMILES	INS-1E GSIS act	E-sel inducer	XiGFP reactiv	RAD54 inh	CASP6 VEID inh	CFTR F508del cor	DENV2 CPE	RAD52 anneal inh
COc1cccc(C(=O)NCC[N+](C)(C)C)c1	15	5.9	0.1	x	-79	-0.6	-14	-6
CCCS(=O)(=O)N1CCN(C2CCC(C)CC2)CC1 (centres undefined)	14	x	-0.9	2	3	-3.3	-2	-1
Cc1ccc(CN2C(=O)C3CCCN3c3ncccc32)cc1 (centres undefined)	-7	0.0	0.1	-2	1	2.1	3	-46
CCOC(=O)C1(CCCc2ccccc2)CCN(C(=O)CCc2cnccn2)CC1	-6	x	0.0	x	0	1.1	9	-23
OC(c1nnc(-c2ccccc2)o1)c1cccs1 (centres undefined)	14	-0.7	0.0	x	3	-2.4	3	0
O=C(CCSc1ccccc1)Nc1ncccn1	2	x	x	8	1	-3.4	-1	-6
c1ccc(-c2csc(NC3=NCCCCC3)n2)cc1	3	-0.2	0.4	-3	2	11*	0	-7
CC(=O)N(C)C[C@H]1Oc2cc(C#Cc3ccc(F)cc3)ccc2S(=O)(=O)N([C@@H](C)CO)C[C@H]1C	-10	-0.2	-0.1	10	2	0.6	2	-7
COc1ccc(S(=O)(=O)NC[C@@H]2CC[C@@H]3[C@@H](CN3Cc3cc(F)ccc3F)O2)cc1	x	x	x	x	2	1.3	2	0
CC(Sc1ccccc1)C(=O)N(CCC#N)Cc1cccnc1 (centres undefined)	3	x	0.0	x	0	-0.7	-3	-1
C[C@]12c3[nH]c4ccccc4c3CCN1C(=O)C(CC(=O)NCCc1ccccn1)C[C@@H]2C(=O)N1CCOCC1 (some centres undefined)	8	-0.2	0.2	1	0	-1.3	-13	5
COC(=O)[C@]1(Cc2ccccc2)N[C@H](CN(C)C(=O)c2ccccc2)[C@@H]2C(=O)N(Cc3ccccc3)C(=O)[C@@H]21	-11	0.5	0.1	-2	-1	1.3	7	-7
CCOC(=O)CNC(=O)c1sc(NC(=O)/C=C/c2ccccc2)nc1C	33	-0.1	0.0	5	-2	-1.3	9	-9
CC(C)CN(C(=O)C1CCC1)c1c(N)n(Cc2ccccc2)c(=O)[nH]c1=O	11	0.3	0.1	-5	-5	1.0	-4	-9
O=C(NC1CC1)C1=C[C@@H](c2ccc3c(c2)OCO3)C[C@@H](OCCCCO)O1	-5	0.1	0.0	-1	3	-0.7	-2	-15
CC(=O)Nc1ccc(NC(=O)C(C)OC(=O)[C@@H]2CCCN2C(=O)c2cccs2)cc1 (some centres undefined)	x	2.2	-0.1	-1	0	-1.1	4	28
CC(C)NC(=O)Nc1cccc2c1O[C@H](CN(C)C)[C@H](C)CN([C@H](C)CO)C2=O	7	-0.8	0.1	4	-5	6.7	x	-2
CCOC(=O)/C(=N\Nc1ccccc1Cl)N1CC(C)OC(C)C1 (centres undefined)	-3	2.7	0.4	-1	0	2.9	0	-24
O=S1(=O)CC(N2CCCC2)CN1Cc1cn(Cc2ccccc2)nn1 (centres undefined)	18	0.0	-0.1	x	1	3.2	5	-8
CCOC(=O)C1CCN(C(=O)c2ccccc2NS(=O)(=O)c2cc(C)ccc2C)CC1	13	0.0	0.1	1	x	x	x	x
C[C@H](CO)N1C[C@H](C)[C@@H](CN(C)Cc2ccc(C(=O)Nc3ccccc3N)cc2)Oc2ccc(NS(=O)(=O)c3cccs3)cc2C1=O	4	-2.9	-0.1	1	4	-1.4	-5	16
CC(OC(=O)C1=NN(c2ccccc2)C(=O)CC1)C(=O)NC1CCCCC1C (centres undefined)	7	-0.3	0.4	-2	-4	0.8	-4	1
CC(C)C#Cc1ccc2c(c1)O[C@H](CN(C)Cc1ccncc1)[C@H](C)CN([C@@H](C)CO)S2(=O)=O	2	4.3	-0.2	-3	x	1.8	-5	x
COc1cc(NC(=O)CCc2nnc3ccc(N4CCOCC4)nn23)cc(OC)c1OC	3	2.6	0.0	1	-1	3.5	1	4
CCCN1C[C@H](C)[C@@H](OC)CN(C)C(=O)c2ccc(NC(=O)c3cnccn3)cc2OC[C@H]1C	10	0.0	0.0	0	0	-0.7	14	-2
CCc1noc(C)c1C(=O)N1CCN(S(=O)(=O)c2cc(C)ccc2C)CC1	-3	-1.2	0.0	0	0	-1.8	0	-8
CCN(Cc1ccc(OC)c(F)c1)C(=O)C1CCCO1 (centres undefined)	-2	x	0.0	-6	4	0.5	0	8
COc1ncccc1C(=O)N1CCCC(N2CCN(c3ccc(F)cc3)CC2)C1 (centres undefined)	9	0.3	0.2	-1	0	0.2	u	-11
Cc1ccc(C23CC4CC(CC(C(=O)NN)(C4)C2)C3)cc1	-1	1.0	0.0	2	-2	-2.3	-8	-14
COc1cccc(S(=O)(=O)N(C)C[C@@H]2OCc3cn(nn3)CCCC(=O)N([C@@H](C)CO)C[C@H]2C)c1	9&-4	-0.1&0.3	0.1	-8&-2	4&-1	1.6&-0.8&1.2	0&2	-7&14
COc1ccccc1C(=O)COC(=O)c1cccs1	9	-0.2	-0.1	2	11	-0.4	-7	-8
CC(C)CC#Cc1ccc([C@@H]2[C@H]3CN(S(=O)(=O)c4ccccc4)CC(=O)N3[C@H]2CO)cc1	-16	-0.4	0.4	x	3	3.7	-12	10
CCCC(=O)Nc1ccc2c(c1)OC[C@H](C)N(C(=O)C1CCCC1)C[C@H](C)[C@H](OC)CN(C)C2=O	-9	0.2	0.4	3	0	0.3	-6	-3
CN1c2ccc(C#Cc3cccnc3)cc2[C@@H]2[C@@H](CCN2C(=O)C2CCC2)[C@H]1CO	16	64*	0.1	x	2	4.6	-8	-4
OCCC1CN(Cc2nc(-c3ccccc3)cs2)CCN1CCc1ccccc1 (centres undefined)	-16	x	0.4	x	1	2.3	x	-19
Cc1noc(C)c1NC(=O)N(C)C[C@H]1Oc2ccc(NS(=O)(=O)c3cccs3)cc2CC(=O)N([C@@H](C)CO)C[C@H]1C	8	2.3	-0.6	1	x	-0.4	1	x
Cn1nnnc1SCC(=O)Nc1nc2ccccc2s1	-1	x	0.0	x	0	-2.6	2	-12
COc1cc(C(=O)NCC(=O)OCc2ccc(F)cc2)cc(OC)c1OC	-8	-0.5	-0.1	8	-1	6.4	-9	-12
CO[C@@H]1CN(C)C(=O)c2cc(NC(=O)c3ccc4c(c3)OCO4)ccc2OC[C@H](C)N(CCC(F)(F)F)C[C@@H]1C	-9	-0.2	0.2	6	0	-0.1	3	-9
CO[C@@H]1CN(C)C(=O)c2cc(NC(=O)CC(F)(F)F)ccc2OC[C@H](C)N(C(=O)C2CCOCC2)C[C@H]1C	3	0.0	-0.1	x	0	-0.1	-5	-46
Cc1cc(C)nc(N2CCCC(C(=O)Nc3ccc(F)cc3)C2)n1 (centres undefined)	9	0.4	0.0	8	1	-3.9	8	-19
COc1cccc(OC)c1C(=O)NC(=O)Oc1c(F)cccc1F	11	-0.5	0.0	9	-5	-2.5	9	-5
COc1ccc(NC(=O)c2cc3ccccc3o/c2=N\NS(=O)(=O)c2ccc(C)cc2)cc1	-6	0.1	0.0	-3	-2	0.0	1	-6
Cc1c(C(=O)N2CCCCCC2)c(S(=O)(=O)NCc2ccccc2Cl)c(C)n1C	1	x	-0.1	-5	2	-0.6	5	-7
C#CCOCCOCCOCCNc1nc(N2CCOCC2)nc(N2CCN(C(=O)Cn3cc(CC(C)O)nn3)CC2)n1 (centres undefined)	15	-0.2	0.0	-7	-1	0.3	8	-2
CCCc1cnc(Nc2nc(C(N)Cc3ccc(C(F)(F)F)cc3)cs2)nc1 (centres undefined)	x	0.0	-0.1	4	-3	-2.2	-3	-38
Cc1ccc(CCNC(=O)CNC(=O)c2cccs2)cc1	5	1.5	0.0	x	3	1.5	x	-16
O=C(NCCC1CCCCN1S(=O)(=O)c1ccccc1)C(=O)NCc1ccco1 (centres undefined)	-5	2.6	0.0	2	2	0.2	0	-16
COC(=O)c1sc(N2C(=O)C(=O)/C(=C(/O)c3ccccc3)C2c2ccco2)nc1C (centres undefined)	3	x	0.2	x	37*	x	-6	-7
CN(CC(=O)Nc1cccc(F)c1)C(=O)c1cccc(S(=O)(=O)N2CC3(C)CC2CC(C)(C)C3)c1 (centres undefined)	-29	x	0.1	4	6	1.1	-4	6
COc1cccc(NC(=O)N2CC(=O)N3[C@H](CO)[C@@H](c4ccc(C#CC5CCCC5)cc4)[C@@H]3C2)c1	-6	-0.7	0.2	x	-3	1.4	-7	-11
NC(=O)c1ccc(NC(=O)COC(=O)c2cc([N+](=O)[O-])ccc2N2CCOCC2)cc1	17	x	0.9	x	2	-6.8	3	-3
O=C(NCCn1c(C(F)(F)F)nc2ccccc21)[C@H]1CCCN1c1nc(CN2CCCCC2)cs1	0	-0.2	0.0	-8	-12	1.7	-7	-6
CCC(C(=O)OCC(=O)c1ccc2c(c1)NC(=O)CO2)c1ccccc1 (centres undefined)	-14	8.5	0.2	-10	6	-0.7	4	-35
Cc1nc(C)n(C(C)CNC(=O)c2ccco2)n1 (centres undefined)	8	-0.3	0.0	-3	0	1.8	7	-11
O=C(c1ccc(F)cc1)N1CCC(C(=O)N2CCN(S(=O)(=O)c3ccccc3Br)CC2)CC1	-5	-0.4	-0.1	-1	-207	-0.8	-6	11
Cc1noc(C)c1NC(=O)N(C)C[C@H]1Oc2c(NS(=O)(=O)c3ccc(Cl)cc3)cccc2C(=O)N([C@H](C)CO)C[C@@H]1C	3	-0.2	-0.6	-4	-4	0.6	1	-11
O=C(NCC[C@@H]1CC[C@H](NS(=O)(=O)c2cccc(Cl)c2)[C@@H](CO)O1)c1cnccn1	1	-0.3	0.0	2	-5	-2.5	-3	-1
Cc1ccc(NC(=O)CN(C)CC(=O)Nc2cccc(F)c2)cc1S(=O)(=O)N1CCCCCC1	-26	4.5	-0.2	1	-3	1.0	-2	-17
Cc1ccc(-c2ccnc3nc(-n4cccc4)nn23)o1	1	x	0.0	2	2	-3.4	8	-9
O=C(NC1Cc2ccccc2C1)[C@@H]1[C@@H](CO)[C@@H]2Cn3c(cccc3=O)[C@@H]2N1C(=O)C1CCC1	3	-0.3	0.0	12	14	1.0	-4	1
COc1ccccc1CCNC(=O)CCn1c(=O)oc2ccccc21	-2	x	0.6	2	-1	-2.5	-3	-9
C[C@H](CO)N1C[C@H](C)[C@@H](CN(C)C(=O)Nc2ccc(C(F)(F)F)cc2)OCCCC[C@H](C)Oc2ccc(NC(=O)Nc3ccc(F)cc3)cc2C1=O	11	0.9	0.1	4	1	9.3*	0	17
